Assay outcomes deposited in PubChem BioAssay by National Center for Advancing Translational Sciences (NCATS).
Lipid storage S3 – qHTS Assay for Lipid Storage Modulators in Drosophila S3 Cells | actives 0.64% (n = 320,000) | Potency in µM for hits, for the others lipid storage change, negative = inhibition, % at the top dose, mostly 46.1 µM | Drosophila S3 cells, BODIPY lipid droplet fluorescence, 18-24 h; cells fed with added oleic acid; active means well fitted inhibition curve with a large enough effect in the signal ratio, with a control signal flat, not every such curve was filed as active; inconclusive means small, poorly fitted or top-dose-only effect, or effect the other way, or a change in a side signal; the % refers to the signal ratio
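Drosophila S3 cells got compounds at several concentrations plus oleic acid (400 uM solution). Laser-scanning cytometry with 488 nm excitation read lipid droplets at 500-530 nm and cells at 575-640 nm. Percent activity was relative to 20 uM Triacsin C.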
Lipid storage S3 cell count max – also measured in Lipid storage S3; calls as there; cell number change, %; measured here: cell count max response;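 cells counted by Cell Tracker Red CMTPX staining in the red channel; peak over a dose series mostly up to 46.1 µM; percent activity relative to internal control wells on each plate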
The depositor's hits bear a star; i = inactive; ? = inconclusive; . = no result given; [ ] = another dose, or the depositor's remark. On the % scale 0 is the no-effect control and ±100 the full control effect; potency means the concentration at half of the fitted maximal effect. This is a subset (hit frequency here may not be typical).

SMILES	Lipid storage S3	Lipid storage S3 cell count max
COCCn1c(SCC(=O)NCc2ccc(OC)c(OC)c2)nc2ccccc21	0%	9
CCc1ccccc1NC(=O)C/C(C)=N/NC(=O)COc1ccccc1C	?	.
CCOc1c(Cl)cc(CNc2ccc(N3CCCC3)cc2)cc1OC	?	.
CCOC(=O)c1c(NC(=O)CSc2c[nH]c3ccccc23)sc2c1CCC2	?	.
CCC(c1nnnn1C1CCCC1)N1CCN(c2ccccc2)CC1 (stereo unspecified)	?	.
CCCCCNC(=O)c1ccc(NS(=O)(=O)c2ccc3[nH]c(=O)[nH]c3c2)cc1	i	27
COc1cccc(C(C(=O)NC2CCCC2)N(C(=O)c2ccco2)c2cccc(C(C)=O)c2)c1OC (stereo unspecified)	?	.
CC(C)C(=O)NC(=S)Nc1nnn(C)n1	?	.
COc1cccc(-c2cc(C(F)(F)F)n3nc(C(=O)N4CCCCC4c4cccnc4)cc3n2)c1 (stereo unspecified)	-3%	-9
O=C(c1ccc2nccnc2c1)N1CCN(c2ccccc2)CC1	-1%	-1
O=C1CC(N2CCN(S(=O)(=O)c3ccc([N+](=O)[O-])cc3)CC2)C(=O)N1c1ccccc1F (stereo unspecified)	?	.
CC1CCCCN1C(=O)C(=O)c1cn(CC(=O)N2CCCC2)c2ccccc12 (stereo unspecified)	?	.
CCN(CC)C(=O)CSc1nnc(C2CCCCC2)o1	5%	-18
O=C1Nc2cc(C(F)(F)F)ccc2N2CCCCC12 (stereo unspecified)	10%	-14
Cc1ccc(/C=C/C(=O)OCC(=O)Nc2ccccc2Sc2ccccc2)cc1	28%	.
COc1cc(/C=N/NC(=O)CCN2CCN(c3ccccc3)CC2)cc(OC)c1OC	?	.
Cc1ccc(NC(=S)Nc2ccc(Cl)c(Cl)c2)c(OC(F)F)c1	?	.
Cc1ccc(NC(=O)Nc2cnccn2)cc1	?	.
COc1ccc(CN(C)C(=O)[C@H](Cc2ccccc2)NC(=O)c2ccco2)c(OC)c1	?	.
CCOC(=O)/C=C1\SCC(=O)N1CC(=O)Nc1ccc(C(C)C)cc1	?	.
CC1(C(=O)N(CC(=O)NC2CCCC2)Cc2ccc(Cl)cc2)CC(=O)N=C2C=CC=CN21 (stereo unspecified)	i	-19
CCOc1ccc(C2CC(c3ccc(F)cc3)n3ncnc3N2)cc1 (stereo unspecified)	?	.
CC1(C)NC(=O)N(CC(=O)N2CCN(S(=O)(=O)c3ccccc3F)CC2)C1=O	?	.
CCn1c2ccccc2c2nnc(SCC(=O)c3ccccc3)nc21	i	-7
Clc1ccc(-n2ncc3c(NCc4cccnc4)ncnc32)cc1Cl	13µM*	-23*

(listing goes on)
SMILES	Lipid storage S3	Lipid storage S3 cell count max
C=CCC1(Cl)C(=O)C(Cl)=C(N2CCN(C)CC2)C1(OC)OC (stereo unspecified)	-7%	-9
O=c1sc(N2CCN(c3ccc(F)cc3)CC2)nc2ccsc12	?	.
CC(C)(C)NC(=O)Cn1nnc(-c2ccc(S(C)(=O)=O)cc2)n1	-19%	-22
O=C1/C(=C/C=C/c2ccco2)SC(=S)N1c1ccc(O)cc1	?	.
CCCN(CC(=O)Nc1ccccc1C)C(=O)c1ccc(NC2CC2)c([N+](=O)[O-])c1	?	.
Cc1ccc(C2C(C#N)=C(N)Oc3c2sc2ccccc32)o1 (stereo unspecified)	-6%	-1
Cc1cccn2cc(COc3cccc([N+](=O)[O-])c3)nc12	?	.
C/C(Cl)=C/Cn1c(N2CCCC2)nc2c1c(=O)n(C)c(=O)n2C	25%	-20
N#CCSc1nc2ccccc2o1	13%	-18
CCN(CC)c1ccc(O)c(C=Nc2ccc(C)c(C)c2)c1	-9%	-14
Cc1ccc(CNC(=O)C2(c3cccs3)CCOCC2)cc1	-5%	18
Cc1cccc(OCC(=O)Nc2nc3ccc([N+](=O)[O-])cc3s2)c1	?	.
Cc1ccc(NCC(=O)N/N=C\C(Br)=C\c2ccccc2)cc1	?	.
O=C(c1cc(-c2ccc(Cl)cc2)on1)N1CCc2ccccc2C1	?	.
N#CC1(NC(=O)COC(=O)CCN=C2NS(=O)(=O)c3ccccc32)CCCCC1	?	.
CCc1ccc(C(=O)C(C)OC(=O)C2COc3ccccc3O2)cc1 (stereo unspecified)	?	.
CC(C)CCSc1nc(N2CCOCC2)c2c(c1C#N)CC(C)(C)OC2	?	.
CC(C)(C)OC(=O)N1CCN(C(=O)c2[nH]cnc2C(=O)Nc2nccs2)CC1	i	6
O=[N+]([O-])c1cccc(/C=N/NC2CCS(=O)(=O)C2)c1 (stereo unspecified)	3%	13
CN(CC(=O)Nc1ccc(F)cc1)C(=O)COC(=O)/C=C/c1ccc(OC(F)F)cc1	?	.
CC(C)OCCCNC(=O)c1ccc2c(c1)NC(=O)c1ccccc1S2	-8%	-21
CCOc1ncccc1C(=O)OCC(=O)NCCc1ccccc1	?	.
Cc1ccc(C#CC(C)(O)C(C)(C)C)cn1 (stereo unspecified)	?	.
CCCc1cc(=O)n2nc(N3CCC(C(=O)Nc4c(F)c(F)c(F)c(F)c4F)CC3)sc2n1	?	.
CCCN1CCN(S(=O)(=O)c2ccc(-n3cnnn3)cc2)CC1	?	.

Three compounds from above, sorted by count of non-hydrogen atoms, highest first.
SMILES	Lipid storage S3	Lipid storage S3 cell count max
CCCc1cc(=O)n2nc(N3CCC(C(=O)Nc4c(F)c(F)c(F)c(F)c4F)CC3)sc2n1	?	.
CCc1ccc(C(=O)C(C)OC(=O)C2COc3ccccc3O2)cc1 (stereo unspecified)	?	.
CCN(CC)c1ccc(O)c(C=Nc2ccc(C)c(C)c2)c1	-9%	-14

Entries listed so far that have a CF3 group (two):
SMILES	Lipid storage S3	Lipid storage S3 cell count max
COc1cccc(-c2cc(C(F)(F)F)n3nc(C(=O)N4CCCCC4c4cccnc4)cc3n2)c1 (stereo unspecified)	-3%	-9
O=C1Nc2cc(C(F)(F)F)ccc2N2CCCCC12 (stereo unspecified)	10%	-14

Whole records, quoted from the list. Order of values: Lipid storage S3	Lipid storage S3 cell count max
CCc1ccc(C(=O)C(C)OC(=O)C2COc3ccccc3O2)cc1 (stereo unspecified) in the list: ?	.
Cc1ccc(NCC(=O)N/N=C\C(Br)=C\c2ccccc2)cc1 in the list: ?	.
O=C1/C(=C/C=C/c2ccco2)SC(=S)N1c1ccc(O)cc1 in the list: ?	.
CC(C)OCCCNC(=O)c1ccc2c(c1)NC(=O)c1ccccc1S2 in the list: -8%	-21

(list continues)
SMILES	Lipid storage S3	Lipid storage S3 cell count max
COc1ccc(CCNC(=O)CN2C(=O)C(=O)N(C3CCCC3)C2=O)cc1OC	?	.
CCOC(=O)N1CCN(CC(=O)Nc2c(C(=O)OC)[nH]c3ccc(Cl)cc23)CC1	?	.
CC(=O)Nc1nc(C)c(Oc2ccccc2)c(=O)[nH]1	?	.
O=C(CCN1CCCC1)Nc1cccc(Br)c1	9%	0
O=C(/C=C/c1ccccc1)NCCCNC(=O)/C=C/c1ccccc1	0%	9
CCOc1ccc(NC(=O)c2c[nH]n3c(=O)cc(C4CCN(C(=O)OC(C)(C)C)CC4)nc23)cc1	-8%	-1
COC(=O)c1ccccc1NC(=S)NC(=O)CC(C)C	?	.
O=C(NNC(=O)C1CCN(C(=O)Nc2ccccc2)CC1)c1ccc(F)cc1	?	.
COCCCNC(=O)c1sc2ncnc(N3CCc4ccccc4C3)c2c1C	?	.
COc1cccc(C2c3c(oc4ccc(F)cc4c3=O)C(=O)N2CCCN2CCOCC2)c1 (stereo unspecified)	2%	15
COCCN(CCOC)C(=O)N1CCOCC1	7%	12
COc1ccc2oc(C(=O)OCC(=O)NC3CCCC3)c(C)c2c1	24%	25
c1ccc(C[n+]2csc3ccccc32)cc1	-10%	3
CCCCc1ccc(NC(=O)COCC)cc1	?	.
CCCCN(C)S(=O)(=O)c1c(C)[nH]c(=O)[nH]c1=O	?	.
CCOC(=O)c1sc(N(C)C)nc1-c1ccccc1	18%	4
FC(F)(F)c1cc(C(F)(F)F)c2ccc(N3CCN(c4ncccn4)CC3)nc2n1	15%	10
COc1cc(/C=N/NC(=O)c2nnn(-c3nonc3N)c2C(C)C)ccc1OCc1ccc(F)cc1	?	.
O=C(Nc1cccc(Br)c1)/C(=C\c1cccnc1)NC(=O)c1ccco1	?	.
O=C(NCCCn1ccnc1)c1cc(-c2cccc(O)c2)on1	?	.
Cc1cc(C)nc(NC(=O)CCCC(=O)O)c1	-8%	-24
CN(CC1CCCO1)S(=O)(=O)c1ccc(C(=O)Nc2nc(-c3ccccn3)cs2)cc1 (stereo unspecified)	?	.
Cc1cc(C)c(C)c(S(=O)(=O)NC(C)C(=O)O)c1C (stereo unspecified)	?	.
CC(C)(O)C#Cc1ccc(CN2CCN(Cc3ccsc3)C(CCO)C2)s1 (stereo unspecified)	10%	7
O=C(O)CCCC(=O)Nc1cccc2cccnc12	?	.

Next part:
SMILES	Lipid storage S3	Lipid storage S3 cell count max
CCOC(=O)N1CCN(S(=O)(=O)c2cc([N+](=O)[O-])c(C)cc2C)CC1	18%	0
CC1(C)C2CCC(C2)C1(C)N=C1OC(CCl)CS1 (stereo unspecified)	?	.
C=CCNC(=S)NN=C1CCC(c2ccccc2)CC1 (stereo unspecified)	i	4
CCc1ccccc1N1CC(C(=O)Nc2cc(S(=O)(=O)N3CCCC3)ccc2Cl)CC1=O (stereo unspecified)	20%	9
NC(=O)C1CCCN(C(=O)c2cccc(S(=O)(=O)N3CCCCCC3)c2)C1 (stereo unspecified)	?	.
O=c1ccccn1Cc1ccccc1F	?	.
C#CC1CCCCC1NC(=O)Nc1cnccc1C(F)(F)F (stereo unspecified)	-12%	5
COc1ccc(CCN(C)C(=O)c2c(C)nn(CC(C)C)c2Cl)cc1OC	?	.
Cc1ccc(CNC(=O)c2ccc(C)c(S(=O)(=O)N3CCCCC3)c2)cc1	i	-3
Cc1cccc(NC(=O)CSc2nnnn2-c2cccnc2)c1	-7%	-6
COc1ccc(-c2noc(CNC(=O)Nc3ccc(F)cc3)n2)cc1	?	.
COC(=O)Cc1sc(-c2ccccn2)nc1-c1ccccc1	?	.
Cc1ccccc1NC(=O)COC(=O)C1=COCCO1	?	.
CC(C)(C)c1ccc(-c2cc(C(=O)NNC(=O)Nc3ccccc3)c3ccccc3n2)cc1	i	.
CC(=O)NC(Nc1c(C)n(C)n(-c2ccccc2)c1=O)C(Cl)(Cl)Cl (stereo unspecified)	-15%	-27
CCn1cnc2c1c(=O)n(CC(=O)NN)c(=O)n2Cc1ccccc1	18%	.
CCNCc1ccc(OCc2ccccc2F)c(OC)c1	i[9.22 µM]	.
CC1(C)CC(=O)c2cc(OCC(=O)NCc3cccnc3)ccc2O1	14%	0
COc1ccc2c(CC(=O)Nc3c(C)n(C)n(-c4ccccc4)c3=O)coc2c1	?	.
O=C(Nc1ccccc1)C1=C[C@H](c2ccc3c(c2)OCO3)C[C@H](OCCCCO)O1	?	.
COC(=O)CNC(=O)c1nn(-c2cccc(OC)c2)c(=O)c2ccccc12	i	5
CCn1ccc(=O)c2cc3c(cc21)OCO3	?	.
O=C(NCc1ccccc1Cl)C1CCC(=O)N(C2CCCC2)C1 (stereo unspecified)	?	.
CC1Sc2ccc(S(=O)(=O)CCC(=O)NC(C)c3ccccc3)cc2NC1=O (stereo unspecified)	?	.
O=C1CCCc2c1nc(-c1cccc(Cl)c1)n2O	?	.

Sorted by value in Lipid storage S3 cell count max (ascending): 3 from the list above.
SMILES	Lipid storage S3	Lipid storage S3 cell count max
Cc1ccc(CNC(=O)c2ccc(C)c(S(=O)(=O)N3CCCCC3)c2)cc1	i	-3
CC1(C)CC(=O)c2cc(OCC(=O)NCc3cccnc3)ccc2O1	14%	0
COC(=O)CNC(=O)c1nn(-c2cccc(OC)c2)c(=O)c2ccccc12	i	5

(more compounds)
SMILES	Lipid storage S3	Lipid storage S3 cell count max
CCCCNC(=O)C1CCCN(S(=O)(=O)c2c(C)noc2/C=C/c2cccs2)C1 (stereo unspecified)	6%	9
Cc1nc2sccn2c(=O)c1S(=O)(=O)NCC(C)c1ccccc1 (stereo unspecified)	14%	2
Cc1occc1C(=O)NC1CCCc2ccccc21 (stereo unspecified)	i	.
CCCC(=O)N(CCc1ccc(OC)cc1)Cc1nc2ccccc2c(=O)[nH]1	?	.
COc1ccc(-c2[nH]ncc2CN2CCCN(C(=O)c3ccco3)CC2)cc1F	?	.
COC(=O)CCC(=O)NC(=S)Nc1ccc(S(=O)(=O)Nc2cc(C)on2)cc1	20%	7
CC(OC(=O)Cn1[nH]c(=O)c2ccccc2c1=O)C(=O)Nc1ccccc1[N+](=O)[O-] (stereo unspecified)	?	.
CCN1C(=O)c2cccc3c(S(=O)(=O)Nc4ccccn4)ccc1c23	-9%	1
COc1ccc(/C=C/c2cc(C(F)(F)F)on2)cc1	26%	20
CCCC(c1nnnn1Cc1ccccc1)N1CCN(c2ccccc2OC)CC1 (stereo unspecified)	8%	0
Cc1cccc(N(CC(=O)Nc2ccccc2-c2ccccc2)S(=O)(=O)c2ccccc2)c1C	?	.
COc1ccc(CCn2c(C)cc(C(=O)CSc3nnnn3-c3ccccc3)c2C)cc1	?	.
CNc1nc(Cl)nc(NC(C)(C)C)n1	14%	.
CCCCn1c(SCC(=O)Nc2cc(C)on2)nnc1-c1cccnc1	?	.
COc1ccc(S(=O)(=O)NCc2cccnc2)cc1C(=O)Nc1ccccc1	9%	4
O=C(O)/C=C/C(=O)Nc1ccccc1-c1ccccc1	-11%	-7
COc1cc(C(=O)OCC(=O)N2CCCCC2C)cc(NC(=O)c2cccs2)c1OC (stereo unspecified)	2%	7
CCc1c(O)nc(SCc2ccc(F)cc2)[nH]c1=O	?	.
O=C(COc1ccccc1)NCC(=O)N1CCCC1	i	23
NS(=O)(=O)c1ccc(NC(=S)NCc2ccc3c(c2)OCO3)cc1	-4%	10
